Assay outcomes: PubChem BioAssay, National Center for Advancing Translational Sciences (NCATS)
SMN2 splice enh: increases expression of the SMN2 splice variant | HEK293 SMN2-luciferase splicing reporter, luminescence, 30-36 h | Potency, µM (highest dose often 46.1 µM), inactives show top-dose activity change, positive = activation, actives largely listed as activators | actives 2.8% (n = 210,000) | AID 1458; also: % of control where 0% means no effect; nearly all actives have a fitted effect of over 55% in size
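HEK293 cells carry an SMN2 […]–luciferase reporter in which exon 7 inclusion puts luciferase in frame. Cells were plated 10-12 h before compound addition, then incubated 30-36 h at 37C. ONE-Glo luminescence was read; sodium butyrate at 4.5 mM final served as control.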
NPSR antag: antagonists of human neuropeptide S receptor cAMP signaling; Potency, µM (series often up to 38.3 µM), for inactives: at the top dose activity change, negative = inhibition, hits mostly inhibitors; actives 1% (n = 220,000); AID 1461; CHO-NPSR cells, cAMP TR-FRET, antagonist mode; Q6W5P4; also: % is scaled to controls: 0 for no effect and ±100 for the full control effect; nearly all actives have a fitted effect of over 50% in size; many of its hits are not listed in these tables
RECQ1 inh: blocks DNA unwinding by human RECQ1; P46063; RECQ1 DNA unwinding, red fluorescence kinetic read; Potency, µM (highest dose often 57.3 µM), for inactives: at the top dose activity, negative = inhibition, hits mostly inhibitors; actives 0.54% (n = 240,000); AID 2549;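 also: plate controls were vehicle for no effect and no enzyme for full effect; nearly all actives have a fitted effect of over 30% in size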
Target sequence (P46063 whole entry, looked up): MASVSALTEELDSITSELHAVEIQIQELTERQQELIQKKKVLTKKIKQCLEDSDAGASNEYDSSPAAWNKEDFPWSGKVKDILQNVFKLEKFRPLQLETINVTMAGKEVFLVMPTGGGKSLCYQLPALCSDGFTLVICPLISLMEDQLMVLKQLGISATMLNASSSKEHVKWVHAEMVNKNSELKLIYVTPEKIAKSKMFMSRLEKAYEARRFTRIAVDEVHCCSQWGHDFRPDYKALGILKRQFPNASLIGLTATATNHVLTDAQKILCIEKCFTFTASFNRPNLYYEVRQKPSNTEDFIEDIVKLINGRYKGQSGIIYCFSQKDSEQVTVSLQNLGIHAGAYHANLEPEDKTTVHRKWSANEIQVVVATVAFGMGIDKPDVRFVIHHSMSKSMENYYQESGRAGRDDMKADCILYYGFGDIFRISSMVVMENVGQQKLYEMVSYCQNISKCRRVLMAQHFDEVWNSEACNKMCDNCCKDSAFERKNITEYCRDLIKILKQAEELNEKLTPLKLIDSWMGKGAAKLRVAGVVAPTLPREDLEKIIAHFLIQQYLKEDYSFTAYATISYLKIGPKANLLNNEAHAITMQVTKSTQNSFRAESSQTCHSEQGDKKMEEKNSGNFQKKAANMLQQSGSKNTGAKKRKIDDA
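RECQ1T1 50 nM; forked duplex (20 bp + 30-nt ss tails) 200 nM, ATP 2 mM final; pH 8.0, 2 mM MgCl2, 2.5 ug/ml poly(dI-dC); 15 min compound preincubation; discontinuous kinetic read over 2 h at RT.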
RGS12 GoLoco inh: inhibitors of human Gai1-RGS12 GoLoco interaction (red fluorophore). P63096. Gai1:RGS12 GoLoco peptide FP, rhodamine, 10 min. Potency, µM (highest dose often 61.6 µM), for inactives: at the highest dose activity, negative = inhibition, actives largely listed as inhibitors. actives 0.44% (n = 230,000). AID 880; active = well fitted inhibition curve with a large enough effect, not every such curve was filed as active; inactive = no such curve, though single readings can be large or run the other way; also: % is scaled to controls: 0 for no effect and ±100 for the full control effect; nearly all actives have a fitted effect of over 30% in size; many of its hits are not listed in these tables
KinaseGlo FLuc: blocks Kinase-Glo luciferase, a counter-screen artifact; Potency, µM (series often up to 38.3 µM), for inactives: at the top dose activity change, negative = inhibition, actives largely listed as inhibitors; Kinase-Glo luciferase, ATP luminescence, 8 min; actives 0.28% (n = 200,000); Q27757; also: % is scaled to controls: 0 for no effect and ±100 for the full control effect; nearly all actives have a fitted effect of over 60% in size
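Light output from Kinase-Glo luciferase with luciferin and 10 uM ATP in 50 mM imidazole pH 7.2, KCl, MgCl2, Tween 20, BSA; compound pin-delivered, 8-min ambient incubation, then luminescence read.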
KDM4E inh: inhibitors of human JMJD2E histone demethylase; JMJD2E catalytic domain, FDH-coupled NADH fluorescence (FDH is formaldehyde dehydrogenase); Potency, µM (doses to about 57.1 µM), inactives show at the top dose activity change, negative = inhibition, hits mostly inhibitors; actives 1.6% (n = 230,000); AID 2147; active = well fitted inhibition curve with a large enough effect, not every such curve was filed as active; inconclusive = small, poorly fitted or top-dose-only effect, or another doubt; inactive = no such curve, though single readings can be large or run the other way;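 also: 0% = wells with enzyme and -100% = buffer wells without enzyme; nearly all actives have a fitted effect of over 50% in size; many of its hits are not listed in these tables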
IMPase Li cell: membrane-permeable IMPase blocker, potentiated with lithium; actives 0.35% (n = 210,000); Potency, µM (highest dose often 59.4 µM), without a hit: at the top dose activity, negative = IMPase inhibition, usual class: inhibitors; CHO-M1 cells, IP1 TR-FRET (IP-One), carbachol + lithium;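 also: IP1 builds up when IMPase is blocked and the TR-FRET signal falls; plate controls were basal vehicle for no effect and high inhibitor control for full effect; nearly all actives have a fitted effect of over 50% in size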
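Readout is a homogeneous TR-FRET IP1 immunoassay (Ex 320, Em 665 and 620), where raised cytosolic IP1 lowers signal. Cells were CHO-M1 treated 30 min at 37C with test compounds plus a little lithium; AC50 values came from Hill-equation fitting.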
Epigenetic reg: epigenetic control regulation, reporter derepression; murine LDR cells, GFP reporter derepression, 30 h; Potency, µM (doses to about 53.9 µM), for inactives: at the highest dose GFP activation, hits mostly activators; actives 0.2% (n = 280,000); also: % of control where 0% means no effect; nearly all actives have a fitted effect of over 60% in size
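Murine LDR cells carrying a silenced, genomically integrated CMV-driven GFP reporter were exposed to compound for 30 hours at 37 C. After PBS washes, GFP-positive cells (20–120 um objects) were counted by laser-scanning microplate cytometry.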
Active calls of the source: *; i = inactive; ? = inconclusive; / = no result given; & = joins results of further samples; [ ] = another dose, or the depositor's remark. Unless noted, calls follow the shape of the dose curve; as a rule, active = well fitted curve in the direction sought with a large enough effect; inconclusive = small, poorly fitted or top-dose-only effect, or another doubt; inactive = no such curve, though single readings can be large; an effect the other way counts as inactive or inconclusive. Potency is read from the fitted curve at half-maximal effect. This is a subset. The share of hits here may be higher or lower than overall.

molecule | IMPase Li cell | RGS12 GoLoco inh | SMN2 splice enh | KDM4E inh | Epigenetic reg | KinaseGlo FLuc | RECQ1 inh | NPSR antag
CCSc1nnc(NC(=O)c2nn(C(C)C)c(=O)c3ccccc23)s1 | 1.0% | -4.2% | -14.1% | 1.3% | 0.9% | 1.4% | -5.7% | -8.0%[46.1 µM]
CC(=O)c1ccc2c(c1)OCCOCCOCCOCCO2 | / | 9.5% | / | 0.4% | -3.0% | / | -0.5% | 11.9%
CC1(C)CC(=O)C2=C(C1)N(c1ccc(F)cc1)C(N)=C(C#N)C2c1cccs1 (stereo unspecified) | -7.6%[38.3 µM] | 77.6%[activator] | 6.8% | -7.2% | -0.9% | -2.0% | -0.9% | -14.8%[46.1 µM]
COc1cc(C(=O)NCCOc2ccccc2C)c(Br)c(OC)c1OC | 11.5% | -17.8% | -5.8% | -2.2% | 0.0% | -3.4% | 5.5% | 7.1%
C/C(=N\NC(=O)c1ccc(CSc2nncn2C)cc1)c1ccc2ccccc2c1 | -3.5% | 6.6% | 5.2% | -8.3% | 1.3% | 9.7% | -4.2% | 7.7%
CC(C)CC(NC(=O)c1ccc(Cl)cc1Cl)C(=O)O (stereo unspecified) | 23.7%[38.3 µM] | -4.7% | -10.4% | -9.1% | -0.7% | -1.7% | -7.5% | -0.8%[46.1 µM]
Cc1ccc(NS(=O)(=O)c2cccc(C(=O)OCC(=O)NCc3ccco3)c2)cc1 | 15.7%[38.3 µM] | 9.7% | -7.0% | -5.0% | -7.1% | 1.8% | -11.5% | -15.3%[46.1 µM]
O=c1[nH][nH]c(-c2ccccc2)c1C=Nc1ccc(C(F)(F)F)cc1 | 11.7% | 3.7% | 11.0% | -1.3% | -0.1% | 3.9% | -18.4% | -7.1%
O=C(O)/C=C/c1coc2ccccc2c1=O | -6.6% | 0.5% | 12.7% | -13.2% | 0.0% | 0.6% | -1.4% | 17.1%
C/C(=N\NS(=O)(=O)c1ccc(C)cc1)c1ccc(C)s1 | 13.5%[38.3 µM] | 6.0% | 0.0% | 3.2% | -1.1% | 1.1% | i | -0.1%[46.1 µM]

A draw from above in order of length of the SMILES, smallest number first.
molecule | IMPase Li cell | RGS12 GoLoco inh | SMN2 splice enh | KDM4E inh | Epigenetic reg | KinaseGlo FLuc | RECQ1 inh | NPSR antag
O=C(O)/C=C/c1coc2ccccc2c1=O | -6.6% | 0.5% | 12.7% | -13.2% | 0.0% | 0.6% | -1.4% | 17.1%
CC(=O)c1ccc2c(c1)OCCOCCOCCOCCO2 | / | 9.5% | / | 0.4% | -3.0% | / | -0.5% | 11.9%
CC(C)CC(NC(=O)c1ccc(Cl)cc1Cl)C(=O)O (stereo unspecified) | 23.7%[38.3 µM] | -4.7% | -10.4% | -9.1% | -0.7% | -1.7% | -7.5% | -0.8%[46.1 µM]
C/C(=N\NS(=O)(=O)c1ccc(C)cc1)c1ccc(C)s1 | 13.5%[38.3 µM] | 6.0% | 0.0% | 3.2% | -1.1% | 1.1% | i | -0.1%[46.1 µM]
COc1cc(C(=O)NCCOc2ccccc2C)c(Br)c(OC)c1OC | 11.5% | -17.8% | -5.8% | -2.2% | 0.0% | -3.4% | 5.5% | 7.1%
CCSc1nnc(NC(=O)c2nn(C(C)C)c(=O)c3ccccc23)s1 | 1.0% | -4.2% | -14.1% | 1.3% | 0.9% | 1.4% | -5.7% | -8.0%[46.1 µM]
O=c1[nH][nH]c(-c2ccccc2)c1C=Nc1ccc(C(F)(F)F)cc1 | 11.7% | 3.7% | 11.0% | -1.3% | -0.1% | 3.9% | -18.4% | -7.1%
C/C(=N\NC(=O)c1ccc(CSc2nncn2C)cc1)c1ccc2ccccc2c1 | -3.5% | 6.6% | 5.2% | -8.3% | 1.3% | 9.7% | -4.2% | 7.7%
Cc1ccc(NS(=O)(=O)c2cccc(C(=O)OCC(=O)NCc3ccco3)c2)cc1 | 15.7%[38.3 µM] | 9.7% | -7.0% | -5.0% | -7.1% | 1.8% | -11.5% | -15.3%[46.1 µM]
CC1(C)CC(=O)C2=C(C1)N(c1ccc(F)cc1)C(N)=C(C#N)C2c1cccs1 (stereo unspecified) | -7.6%[38.3 µM] | 77.6%[activator] | 6.8% | -7.2% | -0.9% | -2.0% | -0.9% | -14.8%[46.1 µM]

Next section.
molecule | IMPase Li cell | RGS12 GoLoco inh | SMN2 splice enh | KDM4E inh | Epigenetic reg | KinaseGlo FLuc | RECQ1 inh | NPSR antag
CCOC(=O)C1CCCN(C(=O)c2cn(CC)c3ccc(S(=O)(=O)N(C)C)cc3c2=O)C1 (stereo unspecified) | 9.9%[38.3 µM] | 10.1% | -11.4% | -0.9% | -1.0% | -0.7% | -8.1% | -0.9%[46.1 µM]
C/C(=N\n1c(C)cc(C)c(C#N)c1=O)c1cccs1 | -1.8%[38.3 µM] | 0.5% | -7.1% | 4.6% | -1.3% | -2.2% | i | -11.1%[46.1 µM]
Cc1cc(Cl)ccc1NC(=S)N1CCN(Cc2ccc3c(c2)OCO3)CC1 | -10.6% | -14.5% | -86.2%[inhibitor] | -0.3% | 1.0% | 2.6% | 1.7% | -33.2%
CCOC(=O)C1=C(C)N=C(SC)N(C)C1c1ccccc1 (stereo unspecified) | 23.3%[38.3 µM] | 1.8% | 2.2% | -2.2% | 0.9% | -1.7% | i | ?
O=c1c(-c2ccc(O)cc2)coc2cc(O)cc(O)c12 | 15.4%&12.1%&9.9%&21.2%&35.2% | -4.2%&-31.3%&4.5%&3.4%&8.0%&-3.2%&2.3% | 25.1µM* | -1.2%&-27.0%&7.0%&-4.8% | 2.3%&5.5%&-1.3%&1.1%&-1.1% | -11.5% | -6.1%&-5.5%&6.9%&1.1%&6.9%&-4.6% | -19.6%[46.1 µM]
COc1cccc(C2CC(c3ccc(C(C)C)cc3)n3nc(N)nc3N2)c1 (stereo unspecified) | 17.3%[38.3 µM] | 4.5% | -13.9% | 2.3% | 0.7% | 2.5% | -0.4% | -3.6%[46.1 µM]
CNC(=O)c1[nH]cnc1C(=O)Nc1ccc(OC)cc1 | / | 12.3% | / | -7.7% | 6.7% | / | -13.5% | 13.7%
Cc1occc1-c1nnc(SCC(=O)N2CCOCC2)o1 | -6.2%[38.3 µM] | 3.8% | 4.6% | 3.3% | -9.4% | 1.6% | -4.9% | -10.3%[46.1 µM]
CCOC(=O)N1CCN(C(=S)NC(=O)C23CC4CC(CC(C4)C2)C3)CC1 | 6.1% | 4.0% | -6.7% | 9.8% | -2.0% | 0.3% | -2.3% | -17.2%
c1ccc2c(c1)[nH]c1c(N3CCN(C4CCCCC4)CC3)ncnc12 | 27.7%[38.3 µM] | -11.3% | -20.5% | 0.1% | -2.2% | 5.3% | i | 1.2%[46.1 µM]

Continued.
molecule | IMPase Li cell | RGS12 GoLoco inh | SMN2 splice enh | KDM4E inh | Epigenetic reg | KinaseGlo FLuc | RECQ1 inh | NPSR antag
Cc1cc(C(F)F)n2ncc(C(=O)NC3CCCCCC3)c2n1 | 9.7%[38.3 µM] | -2.0% | 1.9% | -42.6% | -0.8% | 2.9% | -9.2% | -20.7%[46.1 µM]
CCN(CC)CC(=O)Nc1ccc2c(c1)N(C(=O)CN(CC)CC)c1ccccc1CC2 | 38.3%[activator][38.3 µM] | 1.2% | 13.6% | -2.0% | 0.1% | -4.2% | -1.3% | -3.6%[46.1 µM]
COc1ccccc1C(=O)Nc1ccc(S(=O)(=O)N2CCCCC2c2cccnc2)cc1 (stereo unspecified) | / | 8.8% | / | ? | 1.3% | / | -3.8% | 53.2%
Cc1cc(NC(=O)CSc2cn(CCNC(=O)c3ccc(Cl)cc3)c3ccccc23)no1 | 56.8%[activator][38.3 µM] | -39.8% | -92.5%[inhibitor] | -2.0% | -1.6% | 13.6% | 0.2% | -8.5%[46.1 µM]
